GLS inh – blocks human kidney-isoform glutaminase activity. GLS enzymatic activity, qHTS titration. Potency, µM (series often up to 45.5 µM), for the others: top-dose activity change, negative = inhibition, actives largely listed as inhibitors. 410,000 tested, 0.21% active. AID 624170; also: potency is read from the fitted curve at half-maximal effect; % is scaled to controls: 0 for no effect and ±100 for the full control effect
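Two-point fluorescence kinetic (t0, 30 min RT) for hKGA; glutamate detected via glutamate oxidase–HRP–Amplex Red. Substrate: 1 mM L-glutamine solution; buffer 45 mM KH2PO4, pH 8.2.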
rTrxR1 inhibitor – rat TrxR1 inhibition. recombinant rTrxR1, NADPH fluorescence consumption, selenite substrate. 390,000 tested, 1% active. Potency, µM (highest dose often 114 µM), for inactives: top-dose activity change, negative = inhibition, actives largely listed as inhibitors. O89049; also: potency is read from the fitted curve at half-maximal effect; % is scaled to controls: 0 for no effect and ±100 for the full control effect; nearly all actives have a fitted effect of over 65% in size
Target sequence (O89049 whole entry, looked up): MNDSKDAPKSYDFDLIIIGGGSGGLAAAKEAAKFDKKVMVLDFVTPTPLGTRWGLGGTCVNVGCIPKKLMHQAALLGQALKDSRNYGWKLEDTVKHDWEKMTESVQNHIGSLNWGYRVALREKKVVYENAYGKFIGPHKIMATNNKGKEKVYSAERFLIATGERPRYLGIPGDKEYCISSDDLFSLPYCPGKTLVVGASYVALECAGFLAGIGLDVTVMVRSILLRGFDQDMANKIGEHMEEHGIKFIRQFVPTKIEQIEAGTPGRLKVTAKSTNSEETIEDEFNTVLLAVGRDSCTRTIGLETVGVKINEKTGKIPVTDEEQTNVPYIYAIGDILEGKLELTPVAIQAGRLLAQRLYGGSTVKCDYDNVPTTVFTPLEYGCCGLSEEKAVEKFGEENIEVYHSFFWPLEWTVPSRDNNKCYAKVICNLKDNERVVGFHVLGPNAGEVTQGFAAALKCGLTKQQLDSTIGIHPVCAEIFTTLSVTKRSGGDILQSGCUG
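Rat TrxR1 (90 nM in the dispensed reagent) was pre-reduced with 400 uM NADPH for 5 min at room temperature, then incubated with compound for 15 min. After 400 uM selenite was added, NADPH fluorescence (Ex 340/Em 450 nm) was followed for 8 min.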
HP1b chromo inh – inhibitors of HP1-beta chromodomain binding to methylated histone tails | P83916 | AlphaScreen HP1-beta / biotin-H3K9me3 peptide binding | Potency, µM (titrated, usually from 114 µM), inactives show top-dose activity change, negative = inhibition, most hits filed as inhibitors | 390,000 tested, 0.56% active; also: potency is read from the fitted curve at half-maximal effect; nearly all actives have a fitted effect of over 70% in size; inactives centre near 23
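Compound inhibition of the preformed complex between 50 nM HP1-beta and 50 nM biotinylated H3K9me3 peptide was read by AlphaScreen. Buffer was PBS pH 7.4 with 0.01% Tween-20. Incubations ran 30 min at room temperature, with 10 ug/mL donor/acceptor beads.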
IDH1 R132H inh – inhibitors of human mutant IDH1 R132H. IDH1-R132H enzyme, NADPH consumption, diaphorase/resazurin fluorescence. Potency, µM (series often up to 76.6 µM), inactives show at the top dose activity change, negative = inhibition, actives largely listed as inhibitors. 390,000 tested, 0.093% active; also: potency is read from the fitted curve at half-maximal effect; % is scaled to controls: 0 for no effect and ±100 for the full control effect; nearly all actives have a fitted effect of over 65% in size
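IDH1-R132H (0.5 ug/mL dispensed) in pH 7.5 Tris buffer was preincubated 30 min with compound, then given a substrate mix of 0.016 mM NADPH and 2 mM alpha-KG for 80 min at room temperature; remaining NADPH was read by diaphorase/resazurin fluorescence.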
USP1 inh – inhibitors of human USP1/UAF1 deubiquitinase | O94782 | recombinant USP1/UAF1, Ub-Rhodamine cleavage fluorescence | Potency, µM (series often up to 57.1 µM), for the others: at the top dose activity change, negative = inhibition, actives largely listed as inhibitors | 390,000 tested, 0.23% active | AID 743255; also: potency is read from the fitted curve at half-maximal effect; % is scaled to controls: 0 for no effect and ±100 for the full control effect; nearly all actives have a fitted effect of over 60% in size; inactives centre near -12
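1 nM enzyme complex + cpd, 15 min RT; start with Ub-Rho 150nM final; kinetic fluorescence ex 480/em 540, 6 reads q60 s. Buffer 50mM HEPES pH 7.8, 0.5mM EDTA, 0.1 mg/ml BSA, 1mM TCEP, 0.01% Tween-20.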
PI4K2A inh – PI4K2A (human) kinase inhibition | Q9BTU6 | purified PI4K2A, ADP-Glo luminescence, 1 h; active compounds read low | activity change, negative = inhibition, % at 76.9 µM | 420,000 tested, 0.13% active; in the data active = activity change below about -50%; inconclusive = mostly about -30% to -49%;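 also: -100% = wells without enzyme as full effect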
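In this quantitative HTS, ADP production by PI4K2A was quantified luminescently after 1 h at ambient temperature; 100 microM adenosine served as plate-quality control.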
TrxR1 substrate – substrates of rat thioredoxin reductase 1; 390,000 tested, 0.01% active; purified TrxR1 substrate turnover, NADPH consumption readout; Potency, µM (highest dose often 114 µM), inactives show top-dose activity change, negative = substrate turnover; O89049; AID 588456; also: potency is read from the fitted curve at half-maximal effect; % is scaled to controls: 0 for no effect and ±100 for the full control effect; nearly all actives have a fitted effect of over 50% in size
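Rat TrxR1, dispensed at 90 nM, was prereduced with 400 uM NADPH (final) for 5 min at ~22 deg C, then incubated with compound 15 min before 400 uM selenite. A first-read NADPH fluorescence drop versus no-compound background flagged substrates.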
Tb PGK inh – inhibitors of T. brucei phosphoglycerate kinase; Potency, µM (series often up to 57.5 µM), for inactives: at the highest dose activity change, negative = inhibition, usual class: inhibitors; 380,000 tested, 0.043% active; PGK/GAPDH coupled, Kinase-Glo luminescence, 60 min; AID 602233; also: potency is read from the fitted curve at half-maximal effect; % is scaled to controls: 0 for no effect and ±100 for the full control effect; nearly all actives have a fitted effect of over 60% in size
Target sequence (P07378 whole entry, looked up): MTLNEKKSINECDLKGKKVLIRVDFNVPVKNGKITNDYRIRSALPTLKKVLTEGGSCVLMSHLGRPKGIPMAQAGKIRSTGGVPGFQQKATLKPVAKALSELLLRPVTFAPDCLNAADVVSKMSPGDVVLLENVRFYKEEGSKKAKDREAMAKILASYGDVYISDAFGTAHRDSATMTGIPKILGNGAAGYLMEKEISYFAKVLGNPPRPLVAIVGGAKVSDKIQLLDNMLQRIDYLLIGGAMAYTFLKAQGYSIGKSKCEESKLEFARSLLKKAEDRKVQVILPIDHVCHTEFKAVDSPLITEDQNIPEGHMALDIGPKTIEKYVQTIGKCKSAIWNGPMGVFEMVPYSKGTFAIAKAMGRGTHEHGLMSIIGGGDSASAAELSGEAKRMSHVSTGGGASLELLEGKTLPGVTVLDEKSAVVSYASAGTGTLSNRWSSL
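Luminescent ATP detection (Kinase-Glo Plus) follows a 60-minute room-temperature incubation, with wells lacking PGK as controls. Buffer: 100 mM TEA (pH 7.6), 5 mM MgCl2, 0.01% Tween-20. Coupling enzyme GAPDH (100 nM final) supplies unstable 1,3-BPG in-well.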
Pin1 inh – inhibitors of human Pin1 | Q13526 | Pin1 FP peptide displacement, HiFluor488, 10 min | Potency, µM (highest dose often 115 µM), for inactives: at the highest dose activity, negative = inhibition, usual class: inhibitors | 390,000 tested, 0.009% active; active = well fitted inhibition curve with a large enough effect in the polarisation, with a control signal flat, not every such curve was filed as active; inconclusive = small, poorly fitted or top-dose-only effect, or effect the other way, or a change in a side signal; inactive = no such curve, though single readings can be large or run the other way; the % refers to the polarisation; also: potency is read from the fitted curve at half-maximal effect; % is scaled to controls: 0 for no effect and ±100 for the full control effect
Target sequence (Q13526 whole entry, looked up): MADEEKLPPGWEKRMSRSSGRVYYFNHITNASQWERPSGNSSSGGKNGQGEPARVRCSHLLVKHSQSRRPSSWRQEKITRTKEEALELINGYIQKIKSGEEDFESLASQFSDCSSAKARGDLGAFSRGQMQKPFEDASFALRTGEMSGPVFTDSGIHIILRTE
* = called active by the depositor; [ ] = remark or other dose. Unless noted, calls follow the shape of the dose curve; as a rule, active = well fitted curve in the direction sought with a large enough effect; inconclusive = small, poorly fitted or top-dose-only effect, or another doubt; inactive = no such curve, though single readings can be large; an effect the other way counts as inactive or inconclusive. This is a subset, so the mix of outcomes need not match the whole.

Screening Cc1nn(CCCC(=O)NCCc2ccccc2)c(=O)c2nccn12 returned GLS inh 2%, rTrxR1 inhibitor 11%[57.1 µM], HP1b chromo inh 24%, IDH1 R132H inh -1%, USP1 inh -21%, PI4K2A inh 3, TrxR1 substrate 5%[57.1 µM], Tb PGK inh -1% and Pin1 inh 0%.
Screening C=CCSc1nnc(-c2ccccc2NC(=O)CC)c(=O)[nH]1 returned GLS inh 12%, rTrxR1 inhibitor -5%, HP1b chromo inh 26%, IDH1 R132H inh 6%, USP1 inh -5%, PI4K2A inh 1, TrxR1 substrate -9%, Tb PGK inh inactive and Pin1 inh 0%.
For COc1ccc(OCC(=O)NC2CC(=O)N(c3ccc4c(c3)OCCO4)C2)cc1 (configuration not stated) the results were GLS inh 3%, rTrxR1 inhibitor 4%[57.1 µM], HP1b chromo inh 26%, IDH1 R132H inh -3%, USP1 inh -3%, PI4K2A inh 0, TrxR1 substrate 2%[57.1 µM], Tb PGK inh inactive and Pin1 inh inconclusive.
For c1ccc(-c2cc(-c3nnco3)c3ccccc3n2)nc1 the results were GLS inh -7%, rTrxR1 inhibitor 31%[57.1 µM], HP1b chromo inh 14%, IDH1 R132H inh 9%, USP1 inh 3%, PI4K2A inh -4, TrxR1 substrate 9%[57.1 µM], Tb PGK inh inactive and Pin1 inh 1%.
Screening CCCC(=O)Nc1ccc2c(c1)C(=O)N(CCC(=O)O)C2=O returned GLS inh -2%, rTrxR1 inhibitor 22%, HP1b chromo inh 39%, IDH1 R132H inh 10%, USP1 inh -19%, PI4K2A inh 2, TrxR1 substrate 163%[activator], Tb PGK inh -3% and Pin1 inh -3%.
CCN(CC)C(=O)CS(=O)CC(=O)Nc1cc(OCCOC)c(Cl)cc1Cl (configuration not stated) was read as GLS inh 1%, rTrxR1 inhibitor 9%[57.1 µM], HP1b chromo inh 22%, IDH1 R132H inh 2%, USP1 inh -19%, PI4K2A inh 0, TrxR1 substrate 2%[57.1 µM], Tb PGK inh -7% and Pin1 inh -3%.
Screening O=Cc1ccccc1-n1cccn1 returned GLS inh 3%, rTrxR1 inhibitor 16%, HP1b chromo inh 22%, IDH1 R132H inh 0%, USP1 inh -21%, PI4K2A inh 1, TrxR1 substrate -7%[57.1 µM], Tb PGK inh 7% and Pin1 inh -3%.
`COC(=O)COc1ccc(/C=C2/SC(=O)N(CC(=O)N3CCCC3)C2=O)cc1Br` gave GLS inh -10%, rTrxR1 inhibitor 3%[57.1 µM], HP1b chromo inh 51%[activator], IDH1 R132H inh 1%, USP1 inh -17%, PI4K2A inh 4, TrxR1 substrate 0%[57.1 µM], Tb PGK inh 1% and Pin1 inh 0%.
Screening COc1cc(OC)cc(C(=O)/C=C2\Sc3ccccc3N2C)c1 returned GLS inh 2%, rTrxR1 inhibitor -8%[57.1 µM], HP1b chromo inh 35%, IDH1 R132H inh -12%, USP1 inh -12%, PI4K2A inh 1, TrxR1 substrate -7%[57.1 µM], Tb PGK inh inactive and Pin1 inh 4%.
CCOc1ccc(CN(C)C(=O)c2cccc(S(=O)(=O)N3CCCC3)c2)cc1OC was read as GLS inh 3%, rTrxR1 inhibitor 15%, HP1b chromo inh 36%[activator], IDH1 R132H inh -1%, USP1 inh -6%, PI4K2A inh 1, TrxR1 substrate -1%, Tb PGK inh inactive and Pin1 inh 0%.
COCCC1CCCCN1C(=O)c1cccc(OC2CCN(C3CCCC3)CC2)c1 (configuration not stated) was read as GLS inh -9%, rTrxR1 inhibitor -13%, HP1b chromo inh 50%[activator], IDH1 R132H inh 5%, USP1 inh -17%, PI4K2A inh 2, TrxR1 substrate 2%, Tb PGK inh -4% and Pin1 inh 4%.
`COc1ccc(NC(=O)COC(=O)CCC(=O)c2cccs2)cc1OC` gave GLS inh -14%, rTrxR1 inhibitor 8%, HP1b chromo inh 36%, IDH1 R132H inh 1%, USP1 inh -13%, PI4K2A inh 3, TrxR1 substrate -4%, Tb PGK inh -12% and Pin1 inh 0%.
Cc1ccc(N(C(=O)CNC(=O)c2ccco2)C(C(=O)NC2CCCC2)c2cccnc2)c(C)c1 (configuration not stated) was read as GLS inh -2%, rTrxR1 inhibitor 17%, HP1b chromo inh 19%, IDH1 R132H inh -11%, USP1 inh inconclusive, PI4K2A inh 5, TrxR1 substrate 1%, Tb PGK inh -1% and Pin1 inh 1%.
Screening O=C(NNC(=O)c1ccccc1F)C1=NN(c2ccccc2)C(=O)CC1 returned GLS inh 16%, rTrxR1 inhibitor 26%, HP1b chromo inh 44%[activator], IDH1 R132H inh 19%, USP1 inh inconclusive, PI4K2A inh -6, TrxR1 substrate 9%, Tb PGK inh -4% and Pin1 inh 0%.
`O=c1c2ccccc2nc2sc(Nc3cccc(C(F)(F)F)c3)nn12` gave GLS inh 1%, rTrxR1 inhibitor 13%[57.1 µM], HP1b chromo inh 52%[activator], IDH1 R132H inh -1%, USP1 inh 2%, PI4K2A inh -4, TrxR1 substrate -2%[57.1 µM], Tb PGK inh 1% and Pin1 inh 3%.
Screening CCC1CN(C(=O)C2CCN(S(=O)(=O)c3c(C)noc3/C=C/c3ccc(C)cc3)CC2)c2cc(C)ccc2O1 (configuration not stated) returned GLS inh 8%, rTrxR1 inhibitor 27%[57.1 µM], HP1b chromo inh 28%[57 µM], IDH1 R132H inh -6%, USP1 inh -16%, PI4K2A inh -2, TrxR1 substrate 10%[57.1 µM], Tb PGK inh -3% and Pin1 inh -3%.
For CCOC(=O)C1CCCc2c1[nH]c1ccc(Cl)cc21 (configuration not stated) the results were GLS inh 0%, rTrxR1 inhibitor 15%[57.1 µM], HP1b chromo inh -5%, IDH1 R132H inh 2%, USP1 inh inconclusive, PI4K2A inh 3, TrxR1 substrate 5%[57.1 µM], Tb PGK inh 5% and Pin1 inh -8%.
Screening C[C@H](CO)N1C[C@H](C)[C@@H](CN(C)C(=O)Nc2ccc3c(c2)OCO3)Oc2c(NC(=O)Nc3ccccc3)cccc2C1=O returned GLS inh 7%, rTrxR1 inhibitor 15%, HP1b chromo inh 6%, IDH1 R132H inh -7%, USP1 inh -21%, PI4K2A inh 0, TrxR1 substrate 2%, Tb PGK inh -3% and Pin1 inh -1%.
CC1CCN(S(=O)(=O)c2ccc(C(=O)Nc3nnc(-c4ccncc4)o3)cc2)CC1 was read as GLS inh 0%, rTrxR1 inhibitor -22%, HP1b chromo inh 35%, IDH1 R132H inh -5%, USP1 inh -15%, PI4K2A inh -3, TrxR1 substrate -20%, Tb PGK inh 2% and Pin1 inh 3%.
For CCOC(=O)c1ccc(N2C(=O)CC(N3CCN(C(=O)c4ccccc4)CC3)C2=O)cc1 (configuration not stated) the results were GLS inh 1%, rTrxR1 inhibitor -19%, HP1b chromo inh 45%[activator], IDH1 R132H inh 10%, USP1 inh -6%, PI4K2A inh -2, TrxR1 substrate -3%, Tb PGK inh -2% and Pin1 inh 1%.
For Cc1cccc(-c2nc(CS(=O)CC(=O)NCc3cccs3)c(C)o2)c1 (configuration not stated) the results were GLS inh 1%, rTrxR1 inhibitor 3%[57.1 µM], HP1b chromo inh 18%, IDH1 R132H inh -8%, USP1 inh -5%, PI4K2A inh -1, TrxR1 substrate 4%[57.1 µM], Tb PGK inh 4% and Pin1 inh 1%.
Screening CCOC(=O)C1CCN(Cc2ccc(F)c(Br)c2)CC1 returned GLS inh 14%, rTrxR1 inhibitor -11%[57.1 µM], HP1b chromo inh -50%, IDH1 R132H inh 6%, USP1 inh 1%, PI4K2A inh 7, TrxR1 substrate -4%[57.1 µM], Tb PGK inh -9% and Pin1 inh -12%.
Screening O=C(Nc1ccccc1)N1CCCC1 returned GLS inh -8%, rTrxR1 inhibitor 4%[57.1 µM], HP1b chromo inh 27%, IDH1 R132H inh 0%, USP1 inh 1%, PI4K2A inh 6, TrxR1 substrate 1%[57.1 µM], Tb PGK inh -3% and Pin1 inh -2%.
COc1ccc(C2(C)NC(=O)N(CC(=O)NCC(=O)Nc3ccc(F)c(F)c3F)C2=O)cc1OC (configuration not stated) was read as GLS inh 2%, rTrxR1 inhibitor -6%[2.29 µM], HP1b chromo inh 10%[57 µM], IDH1 R132H inh -4%, USP1 inh inconclusive, PI4K2A inh 2, TrxR1 substrate -3%[2.29 µM], Tb PGK inh -1% and Pin1 inh -1%.
`Cc1ccc(Cl)cc1N1CCN(C(=O)CCSCc2ccccc2F)CC1` gave GLS inh 7%, rTrxR1 inhibitor 14%[57.1 µM], HP1b chromo inh 69%[activator], IDH1 R132H inh 2%, USP1 inh -21%, PI4K2A inh -8, TrxR1 substrate 2%[57.1 µM], Tb PGK inh -3% and Pin1 inh 4%.
For CCCOc1ccc(C(=O)N(Cc2cccs2)c2ccc(C)cc2)cc1 the results were GLS inh 5%, rTrxR1 inhibitor 11%, HP1b chromo inh 134%[activator], IDH1 R132H inh 0%, USP1 inh -13%, PI4K2A inh 1, TrxR1 substrate -1%, Tb PGK inh -4% and Pin1 inh 3%.
`CN1C(=O)/C(=C/c2cccc([N+](=O)[O-])c2)C(=O)N1c1ccccc1` gave GLS inh -13%, rTrxR1 inhibitor inconclusive, HP1b chromo inh 3%, IDH1 R132H inh 6%, USP1 inh -22%, PI4K2A inh -13, TrxR1 substrate 7%[57.1 µM] and Tb PGK inh -9%.

Source: PubChem BioAssay (National Center for Advancing Translational Sciences (NCATS))
